# FBPA Giardia inh: qHTS Assay for Inhibitors of Fructose-1,6-bisphosphate Aldolase from Giardia Lamblia; A8B2U2; purified Giardia FBPA; Potency, µM (highest dose often 59.6 µM), inactives show top-dose activity, negative = inhibition, hits mostly inhibitors; 290,000 compounds, 0.71% hits; AID 2451, 2010; also: potency is read from the fitted curve at half-maximal effect; nearly all actives have a fitted effect of over 55% in size
# Target sequence (A8B2U2 whole entry, looked up): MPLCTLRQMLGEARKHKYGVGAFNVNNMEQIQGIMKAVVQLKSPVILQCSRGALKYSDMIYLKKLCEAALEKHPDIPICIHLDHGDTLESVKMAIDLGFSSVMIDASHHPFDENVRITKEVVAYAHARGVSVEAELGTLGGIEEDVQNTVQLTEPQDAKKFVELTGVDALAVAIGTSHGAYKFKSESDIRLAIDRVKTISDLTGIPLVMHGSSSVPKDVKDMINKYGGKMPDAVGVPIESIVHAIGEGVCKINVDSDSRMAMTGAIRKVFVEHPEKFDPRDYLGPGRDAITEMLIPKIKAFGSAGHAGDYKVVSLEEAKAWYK
#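 Giardia FBPA (40 nM reagent) was preincubated 10 min at RT with compound (up to 57.5 uM final), then substrate plus GAPDH/TPI/NAD/arsenate coupling system with diaphorase/resazurin was added; resorufin fluorescence (525/598 nm) was read after 20 min.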
# Sm TGR inh: qHTS Assay for the Inhibitors of Schistosoma Mansoni Peroxiredoxins | Schistosoma mansoni thioredoxin glutathione reductase (TGR), Q962Y6 | purified TGR, DTNB reduction, TNB absorbance 405 nm | Potency, µM (series often up to 114 µM), for the others: top-dose activity change, negative = inhibition, actives largely listed as inhibitors | 360,000 compounds, 3% hits; also: potency is read from the fitted curve at half-maximal effect; nearly all actives have a fitted effect of over 60% in size
#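 Kinetic colorimetric format: TGR-catalysed, NADPH-driven DTNB reduction monitored via TNB absorbance. Enzyme dispensed at 20 nM; compound exposure 15 min at room temperature before reaction start.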
# HCV inh: qHTS Assay for Inhibitors of Hepatitis C Virus (HCV). Potency, µM (highest dose often 41.8 µM), for inactives: at the highest dose activity change, negative = inhibition, hits mostly inhibitors. 340,000 compounds, 3.4% hits. Huh7.5.1 HCVcc-Cre infection, luciferase reporter, 44 h. AID 651820, 2012; also: potency is read from the fitted curve at half-maximal effect
#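 Compounds are dispensed onto cells plated 4 h earlier at 1,000 per well, with HCVcc-Cre virus (about 0.5 moi) added next. Following 44 h of culture, luminescent signal is measured for 15 sec after 15 min with substrate at room temperature.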
# AmpC no deterg: qHTS Inhibitors of AmpC Beta-Lactamase (assay without detergent) | P00811 | AmpC nitrocefin hydrolysis, absorbance 480 nm, 0.0001% Triton | Potency, µM (series often up to 57.1 µM), inactives show top-dose activity change, negative = inhibition, hits mostly inhibitors | 330,000 compounds, 0.52% hits;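 also: potency is read from the fitted curve at half-maximal effect; plate controls were no compound for no effect and no enzyme for full effect; nearly all actives have a fitted effect of over 20% in size; some results filed as inactive show a strong effect at the top dose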
# Target sequence (P00811 whole entry, looked up): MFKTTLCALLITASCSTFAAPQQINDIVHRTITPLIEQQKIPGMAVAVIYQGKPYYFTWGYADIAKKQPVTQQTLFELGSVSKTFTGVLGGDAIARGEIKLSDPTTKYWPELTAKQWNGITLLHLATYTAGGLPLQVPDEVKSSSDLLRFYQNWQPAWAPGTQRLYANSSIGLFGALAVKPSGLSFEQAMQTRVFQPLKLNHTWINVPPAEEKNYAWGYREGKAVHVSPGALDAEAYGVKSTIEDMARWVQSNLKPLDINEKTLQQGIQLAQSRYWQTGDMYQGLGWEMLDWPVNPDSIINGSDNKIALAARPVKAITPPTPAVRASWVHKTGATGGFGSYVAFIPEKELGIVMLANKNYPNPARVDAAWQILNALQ
#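 20 mM phosphate pH 7.0 + 0.01% (detergent screen) or 0.0001% Triton X-100; 5.3 nM AmpC reagent; cpd preinc 15 min RT; nitrocefin (800 uM stock) to start; A480 q20 s × 4 min; Activity was normalised to no-enzyme and no-compound control wells.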
# HCMV antiviral: qHTS Assay for inhibitors of the human cytomegalovirus (HCMV); HFF cells, HCMV-luciferase reporter, 72 h; stronger effect = lower value; activity change, negative = inhibition, % at 57.5 µM; 410,000 compounds, 4.5% hits; AID 1259415, 2018; in the data active = activity change below about -60%; inconclusive = no clear call, values can overlap the other calls; inactive = above about -39%
#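 Cell-based, HFFs, 1000 cells/well, 16 h 37C; cpds in DMSO + HCMV-luc, MOI 1 PFU/cell; 72 h 37C; OneGlo luminescence after 5 min RT; norm. to buffer vs Salinomycin 10uM.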
# AmpC inh detg: qHTS Inhibitors of AmpC Beta-Lactamase (assay with detergent). AmpC hydrolysis of nitrocefin, absorbance 480 nm, 0.01% Triton. 370,000 compounds, 0.041% hits. Potency, µM (highest dose often 114 µM), without a hit: at the highest dose activity change, negative = inhibition, most hits filed as inhibitors;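 also: potency is read from the fitted curve at half-maximal effect; 0% = no-compound wells and -100% = no-enzyme wells; nearly all actives have a fitted effect of over 25% in size; some results filed as inactive show a strong effect at the top dose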
#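 20 mM phosphate pH 7.0 + 0.01% (detergent screen) or 0.0001% Triton X-100; 5.3 nM AmpC reagent; cpd preinc 15 min RT; nitrocefin (800 uM stock) to start; A480 q20 s × 4 min; Activity was normalised to no-enzyme and no-compound control wells.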
# The depositor's hits bear a star; ? = inconclusive; nt = not tested or not shown; [ ] = dose if it differs, or a comment. Unless noted, calls follow the shape of the dose curve; as a rule, active = well fitted curve in the direction sought with a large enough effect; inconclusive = small, poorly fitted or top-dose-only effect, or another doubt; inactive = no such curve, though single readings can be large; an effect the other way counts as inactive or inconclusive. Unless noted, % is scaled to controls: 0 for no effect and ±100 for the full control effect.
# Each structure is followed by: AmpC inh detg	FBPA Giardia inh	Sm TGR inh	HCV inh	HCMV antiviral	AmpC no deterg
1: CC1Cc2ccccc2N1CC(=O)c1c(N)n(Cc2ccccc2)c(=O)n(C)c1=O (configuration not stated)
    -6%	-14%	-19%	-8%	-13	-32%
2: COc1ccccc1CNC(=O)CN(C)CC(=O)Nc1cccc(F)c1
    -13%	5%	1%	-20%	11	19%
3: C=CCn1c(SCc2ccc(C(=O)Nc3nccs3)cc2)nnc1-c1ccc(C)c(Cl)c1
    ?	-1%	1%	8.9µM*	-94*	-17%
4: O=C(CN1C(=O)c2ccccc2S1(=O)=O)Nc1ccc([N+](=O)[O-])cc1
    nt	nt	nt	?	-11	-22%
5: Cc1ccc(C(=O)COC(=O)[C@@H](NC(=O)c2ccco2)C(C)C)s1
    nt	nt	nt	7%	7	-22%
6: CCOC(=O)N1CCN(C(=O)COC(=O)c2ccc(S(=O)(=O)N(CC)CC)cc2)CC1
    -20%	nt	-1%	17%	-11	2%
7: COc1ccc(-c2nc(NC(=O)CSc3nnc(C)s3)ns2)cc1
    3%	4%	1%	4%	?	-15%
8: COc1ccc(-c2nc(N)ncc2-c2ccccc2)c(O)c1
    -5%	6%	-4%	-15%	?	-12%
9: O=C(CSC(=S)N1CCCC1)Nc1ccc(Br)cc1Cl
    -17%	nt	4%	-3%	-17	-21%
10: CCC(C)N(C(=O)COc1ccc(Br)cc1C=O)C1CCS(=O)(=O)C1 (configuration not stated)
    -20%	nt	-16%	-6%	-22	-5%
11: CC(=O)N(CCC(c1ccccc1)c1ccco1)Cc1cccs1 (configuration not stated)
    -1%	15%	11µM*	-11%	-31	-10%
12: CCn1c(/C=C/c2ccc(O)cc2)nc2ccccc2c1=O
    -6%	-1%	3%	?	-22	-25%
13: COc1ccccc1NC(=O)C(=O)NCc1ccncc1
    2%	5%	-7%	4%	15	-10%
14: CCC(C)N1C(=O)S/C(=C/c2ccc3c(c2)n(C)c(=O)n3C)C1=O (configuration not stated)
    -3%	-1%	0%	?	14	-4%
15: Cc1ccccc1NC(=O)c1nn(C)c2c1CS(=O)(=O)c1ccccc1-2
    2%	nt	12%	24%	?	-10%
16: COCCN(C(=O)C1CCCO1)c1c(N)n(CC(C)C)c(=O)[nH]c1=O (configuration not stated)
    3%	nt	-4%	12%	24	-15%
17: COc1ccc2[nH]c(=O)c(CN(CCO)C(=O)c3ccccc3F)cc2c1
    ?	0%	-16%	?	-2	-6%
18: Cc1nc2ccccc2n1CC(=O)OCC(=O)NCc1ccccc1
    10%	-2%	10%	39%[activator]	41	-5%
19: CCc1cc2c(SCC(=O)c3ccc(Cl)s3)ncnc2s1
    -14%	3%	-5%	6%	-25	-34%
20: CCOc1ccc2nc(NC(=O)C3CCN(C(=O)c4ccco4)CC3)sc2c1
    8%	-6%	-3%	-29%	6	32%
21: COc1nc2c(s1)C(=O)NCCC2
    ?	-2%	6%	11%	4	-3%
22: COc1ccc(/C=C/C(=O)Nc2cccc(F)c2)cc1S(=O)(=O)N1CCOCC1
    -10%	-3%	2%	10µM*	?	38%
23: C=CCNCCCOc1ccc(C)cc1Br
    -1%	-9%	-7%	?	-18	-27%
24: CC(CCc1ccccc1)NC(=O)[C@@H]1Cc2ccccc2CN1 (some centres not stated)
    2%	14%	-22%	-2%	?	-5%
25: CCOC(=O)N1CCN(Cc2ccc(F)cc2F)CC1
    0%	?	12%	-4%	29	-1%
26: CCCNC(=O)CCSc1nc(-c2ccc3c(c2)OCO3)cc(C(F)(F)F)n1
    19%	nt	7%	nt	-11	nt
27: COc1ccc(CCNC(=O)CN(CCc2ccccc2)S(C)(=O)=O)cc1
    1%	1%	7%	20%	2	32%
28: Cc1ccc(CSc2nccc(-c3c(C)nc4ccccn34)n2)cc1
    -1%	4%	-1%	5.6µM*	4	78%
29: CCC(Cc1ccccc1)NC(=O)Cn1ncc2c3ccccc3n(Cc3ccccc3)c2c1=O (configuration not stated)
    16%	nt	1%	nt	-99*	nt
30: Cn1c(=O)c2c(SCC(=O)N3CCCc4ccccc43)nc(C3CC3)nc2n(C)c1=O
    ?	1%	1%	13%	36	-1%
31: Cc1ccccc1NC(=O)c1ccc(F)c(S(=O)(=O)N(C)Cc2ccccc2)c1
    -1%	nt	1%	nt	?	nt
32: COc1ccc(-n2c(O)c(C(C)=NCC3CCCO3)c(=O)[nH]c2=O)cc1 (configuration not stated)
    2%	5%	-2%	15%	-4	-19%
33: Cc1nn(-c2ccccc2)nc1C(=O)Nc1ccc2c(c1)OCCO2
    -12%	nt	9%	?	-15	-14%
34: Cc1ccc(NC(=O)CC2OC(=O)c3ccccc32)cc1S(=O)(=O)N1CCCCCC1 (configuration not stated)
    ?	nt	25µM*	?	-3	-49%
35: O=C(Cc1cccc2ccccc12)N/N=C1\CCCc2ccccc21
    4%	0%	-4%	?	-25	-30%
36: CNc1cc(CSC)nc(SCc2ccc(Cl)cc2Cl)n1
    ?	-17%	5%	?	-31	-8%
37: CCCc1ncc(C(O)(c2ccccc2)c2ccccc2)n1C
    -4%	0%	-5%	4%	15	-6%
38: O=C(CSc1n[nH]c(-c2ccccc2F)n1)NCC(=O)Nc1ccc(F)c(F)c1F
    -9%	-16%	3%	12%	36	-16%
39: CCCn1c(SCc2ccc(C(=O)OC)o2)nc2ccccc2c1=O
    7%	-7%	?	31%[activator]	-34	-9%
40: CN1CCc2nc3sc(C(=O)NC(C)(C)C)c(N)c3cc2C1
    ?	?	0%	?	-26	-34%
41: CCOC(=O)Cn1ncc2c3ccccc3n(CC(=O)OCC)c2c1=O
    ?	4%	1%	6%	-13	-6%
42: O=C(O)CNS(=O)(=O)c1cccc(Cl)c1
    -3%	1%	0%	9%	15	-14%
43: Cc1cc(OCC(=O)N(Cc2ccco2)C2CCS(=O)(=O)C2)cc(C)c1Cl (configuration not stated)
    1%	5%	8%	2%	32	115%[activator]
44: CSc1ccccc1NC(=O)CCn1c(=O)sc2ccccc21
    -14%	12%	12%	-12%	51	-14%
45: COc1ccccc1N1CCN(C(CNC(=O)c2ccco2)c2cccnc2)CC1 (configuration not stated)
    ?	3%	-34%	-7%	-15	18%
46: CCOc1ccc(NC(=O)CN(C)C(=O)c2ccc(C3SCCS3)cc2)cc1OCC
    -7%	nt	-1%	?	-15	19%
47: O=C(Nc1ccc(-c2cn3ccccc3n2)cc1)c1ccco1
    0%	-1%	-4%	-11%	17	-15%
48: COC(=O)c1cc(Cl)c(NC(=O)c2cc(OC)c(OC)c(OC)c2)cc1OC
    ?	2%	0%	-12%	36	-3%
49: CSc1nc2ccccc2n1Cc1c(Cl)cccc1Cl
    1%	-5%	2%	?	-39	10%
50: COc1ccc(/C=N/NC(=O)Cc2cccs2)cc1
    3%	1%	-4%	8%	79	-30%
51: Cc1cccc(NC(=O)c2nnn(CC(=O)Nc3ccc(C(C)C)cc3)c2N)c1C
    5%	nt	0%	nt	4	nt
52: CCOCN(C(=O)Cn1c(CC(C)C)nc2ccccc21)c1c(C)cccc1CC
    4%	nt	2%	nt	-62*	nt
53: Clc1cccc(-c2nn3c(-c4cccc(Cl)c4)nnc3s2)c1
    -5%	3%	0%	nt	nt	-10%
54: COc1ccc(CN(C)S(=O)(=O)c2nnc(NC(=O)c3cccc(F)c3)s2)cc1
    -11%	?	0%	11%	-30	-48%
55: COC(=O)c1ccc2c(C(C)(C)O)c(C(C)(C)O)[nH]c2c1
    -6%	-9%	-18%	nt	nt	-11%
56: Cc1nnc(N2CCCC(C(=O)NCCc3ccccc3)C2)c2nn(-c3ccccc3)c(C)c12 (configuration not stated)
    23%	nt	5%	nt	-35	nt
57: Cc1ccc(C(=O)NC2CCN(C(=O)Nc3ccccc3Cl)CC2)cc1
    -2%	nt	3%	27%	-24	1%
58: Clc1ccc(OCc2nnc(SCc3nc4ccccc4[nH]3)n2Cc2ccco2)cc1
    -12%	11%	?	10µM*	-80*	-23%
59: c1ccc(-c2cn(CC3CCCCC3)nn2)cc1
    -10%	18%	-4%	?	83	-20%
60: O=[N+]([O-])c1ccccc1/C=N\N1CCN(Cc2ccccc2Cl)CC1
    ?	-1%	5%	-3%	-23	-18%

# The list goes on.
# Each structure is followed by: AmpC inh detg	FBPA Giardia inh	Sm TGR inh	HCV inh	HCMV antiviral	AmpC no deterg
61: Cc1ccc(C)c(CN2CCC(CNC(=O)CCc3nnc4ccc(N5CCC(C)CC5)nn34)CC2)c1
    1%	nt	-1%	-28%	?	205%[activator]
62: CCC(=O)Nc1ccc(-c2ccc(N3CCCCC3)nn2)cc1
    0%	6%	-2%	-23%	30	-17%
63: O=C(NCc1ccccc1Cl)C(=O)NCC(c1cccs1)S(=O)(=O)c1cccs1 (configuration not stated)
    -1%	nt	?	nt	-62*	nt
64: Cc1nnc(SCC(=O)Nc2nc(-c3ccccc3)cs2)n1N
    -4%	10%	-16%	-15%	38	-30%
65: COc1ccc(Cl)cc1-n1c(CCC(=O)O)ccc1-c1ccc(C)cc1
    4%	nt	40µM*	nt	11	nt
66: O=C(N/N=C/c1cccs1)c1cc(-c2ccncc2)nc2ccccc12
    ?	5%	7%	?	-72*	-7%
67: CCc1ccc(-c2cc(C(=O)NN3CCOCC3)c3ccccc3n2)cc1
    ?	0%	7%	26%	-2	80%[activator]
68: O=C(Nc1ccncc1)c1cccc(S(=O)(=O)N2CCCC2)c1
    -2%	-4%	5%	?	16	-4%
69: CCC1Oc2ccc(C)cc2N(CC(=O)NCc2cccc(OC)c2)C1=O (configuration not stated)
    -17%	-8%	-4%	1%	-3	6%
70: CN1CCN(c2nc(-c3ccc(Cl)cc3Cl)nc3ccccc23)CC1
    -4%	5%	8%	?	46	80%[activator]
71: CCOC(=O)c1c(C)[nH]c(C)c1S(=O)(=O)N(C)CC(=O)Nc1cccc(C)c1
    -6%	3%	-16%	18%	-1	11%
72: Clc1cc(Br)ccc1OCCOCCOc1cccc2cccnc12
    0%	-1%	1%	-23%	3	71%[activator]
73: Cc1ccc(-c2nc3cnccn3c2Nc2c(C)cccc2C)o1
    -5%	-17%	14µM*	?	-26	76%[activator]
74: Cc1ccc2cc(-c3noc(C4CCCCC4)n3)c(=O)[nH]c2c1
    1%	3%	-1%	8%	10	-17%
75: Fc1ccc2[nH]c3c(N4CCN(Cc5ccc6c(c5)OCO6)CC4)ncnc3c2c1
    ?	0%	13%	2.5µM*	nt	-12%
76: CC1(C)CC2(CC(c3ccccc3)Oc3cc(O)ccc32)NC(=S)N1 (configuration not stated)
    -6%	10%	1%	-21%	?	-45%

# Complete entries from above:
# `Cc1ccc2cc(-c3noc(C4CCCCC4)n3)c(=O)[nH]c2c1` is listed with AmpC inh detg: 1%; FBPA Giardia inh: 3%; Sm TGR inh: -1%; HCV inh: 8%; HCMV antiviral: 10; AmpC no deterg: -17%
# `Cc1ccc(C)c(CN2CCC(CNC(=O)CCc3nnc4ccc(N5CCC(C)CC5)nn34)CC2)c1` is listed with AmpC inh detg: 1%; FBPA Giardia inh: nt; Sm TGR inh: -1%; HCV inh: -28%; HCMV antiviral: ?; AmpC no deterg: 205%[activator]
